Source: PubChem BioAssay (The Scripps Research Institute Molecular Screening Center)
CCHFV vOTU inh = blocks the CCHF virus ovarian tumor domain protease | CCHFV vOTU protease, Pep-AMC fluorescence | inhibition, % at 11.5 µM | 370,000 compounds, 0.55% hits | AID 651958; in the data active = inhibition above about 30%; also: 0% = vehicle wells with enzyme and 100% = no enzyme wells
PrPC surface inh = cell surface PrPC inhibition, primary TR-FRET screen; 370,000 compounds, 0.43% hits; TR-FRET read-out; AID 720596; P04156; inhibition, % at 13.8 µM; in the data active = inhibition above about 24%; also: 0% = median of the test wells and 100% = reference compound wells
* marks the source's active call; other numbers are inactive results; & = joins results of further samples. An excerpt. The share of hits here may be higher or lower than overall.

Every second line gives: CCHFV vOTU inh	PrPC surface inh
COc1ccc(C2CC3CN(C4CCCCC4)C(=O)C3N2C)cc1 (stereo not given)
→ -8	3
CCOC(=O)[C@]12CCCCC/C=C\1N(CCc1ccc(Cl)cc1)C(=O)[C@H]2CC(=O)NCCCCc1ccccc1
→ 14	1
O=C(N[C@H](C(=O)N1CCC[C@H]1C(=O)NCc1ccccc1)C1CCCCC1)c1ccc(Cl)cc1Cl
→ 1	3
COCC(=O)N1CCC(C(=O)NCC2COc3ccccc3O2)CC1 (stereo not given)
→ -4	-7
O=C1CSc2ccc(C(=O)N3CCCC(C(=O)N4CCCCC4)C3)cc2N1 (stereo not given)
→ -1	-4
COC(=O)[C@]12C[C@H](CC(=O)N3CCOCC3)C(=O)N(CCc3ccc(OC)c(OC)c3)C1=C[C@H](COCc1ccccc1)O[C@@H]2C
→ -10	-3
C[C@H](O)[C@@H]1C(=O)N2CCc3c([nH]c4c(-c5ccc6c(c5)OCO6)cccc34)[C@@H]2C[C@@H]1N(C)C(=O)Nc1ccccc1
→ 6	-2
Cc1nc2cc(C(=O)N3CCN(C(=O)C(Cl)Cl)CC3)ccc2n1C1CCCC1
→ -3	0
O=C(Nc1ccccc1C(=O)NCC1CC1)c1cccs1
→ 19	-7
CC(C)C[C@H]1COc2cc(N3CCSCC3)ccc2S(=O)(=O)N1C
→ -28	-1
N#Cc1ccc2nc(-c3ccc(CN4CCC(n5nnc6ccccc65)CC4)cc3)c(-c3ccccc3)nc2c1
→ -3	-9
COc1ccc(-n2c(SCC(=O)Nc3ccc(Oc4ccccc4)cc3)nnc2-c2ccc(C)cc2)cc1
→ 3	-5
Cc1csc(-c2nc3ccccc3n2C(C(=O)NC(C)(C)C)c2cc3ccccc3o2)c1 (stereo not given)
→ 4	6
COC(=O)[C@]12CCCCC=C1N(CCc1ccc(OC)c(OC)c1)C(=O)[C@H](CC(=O)N1CCC(c3ccccc3)CC1)C2
→ 14	2
O=C(NCCc1ccccc1)OCc1cn(Cc2ccc(F)c(F)c2)nn1
→ -13	10
CCN(C)c1nc(C)nc2c1nnn2Cc1ccccc1
→ -3	0
O=C(Nc1ccccc1C(F)(F)F)OC1CCC12CCC(c1ccccc1)CC2 (stereo not given)
→ 12	0
COC(=O)c1ccc(CN2C(=O)[C@]3(OCCC=C[C@H]3C)c3cc(OC)ccc32)cc1
→ 9	-1
CCCCc1c(-c2ccccc2OC)ncn1Cc1ccc(OC)cc1
→ 15	7
Cc1ccc(C(=O)C2CCN(CC(=O)NCc3cccs3)CC2)cc1
→ 1	-10
Nc1ncnc2c1ncn2[C@@H]1O[C@H](C(=O)N[C@@H](CCc2ccccc2)C(=O)N2CCN(C(=O)C(F)(F)F)CC2)[C@@H](O)[C@H]1O
→ -10	2
Cc1cc(OC(=O)NCCc2ccc(F)cc2)ccc1F
→ 3	8
O=C(NC1CCCCN(Cc2ccc(OC(F)(F)F)cc2)C1=O)c1cccc(C(F)(F)F)c1 (stereo not given)
→ 25	-2
O=C(N[C@@H](Cc1cccnc1)C(=O)N1CCC[C@H]1C(=O)NCCc1ccccc1Cl)c1ccc(Cl)c(Cl)c1
→ 6	-1
COC(=O)[C@@]12C[C@@H](CC(=O)N3CCC(c4ccccc4)CC3)C(=O)N(Cc3ccccc3)C1=CCC(C)(C)C2
→ 2	-2
COC(=O)[C@]12C[C@H](CC(=O)NCC3CCCCC3)C(=O)N(Cc3cccc4ccccc34)C1=C[C@H](C(C)(C)C)O[C@@H]2C
→ 29	-2
CCCCNC(=O)N1CCCC1C(=O)Nc1cccc(OC)c1 (stereo not given)
→ -5	-5
Nc1nc2ncccc2cc1C(=O)C1=C(c2ccccc2)Cc2ccccc21
→ 13	-11
C=CCN1C(=O)[C@H](CC(=O)NCc2cccc(C(F)(F)F)c2)[C@@]2(C(=O)OCC)CCCC=C12
→ 9	-5
CC(=O)C1=C(C)OC2=C(C(=O)CCC2)[C@@]12C(=O)N(C)c1ccccc12
→ -2	6

Some of the entries so far, as labelled records.
> Cc1cc(OC(=O)NCCc2ccc(F)cc2)ccc1F
  CCHFV vOTU inh = 3	PrPC surface inh = 8

> CCOC(=O)[C@]12CCCCC/C=C\1N(CCc1ccc(Cl)cc1)C(=O)[C@H]2CC(=O)NCCCCc1ccccc1
  CCHFV vOTU inh = 14	PrPC surface inh = 1

> CCCCc1c(-c2ccccc2OC)ncn1Cc1ccc(OC)cc1
  CCHFV vOTU inh = 15	PrPC surface inh = 7

> O=C(N[C@H](C(=O)N1CCC[C@H]1C(=O)NCc1ccccc1)C1CCCCC1)c1ccc(Cl)cc1Cl
  CCHFV vOTU inh = 1	PrPC surface inh = 3

The list goes on:
Every second line gives: CCHFV vOTU inh	PrPC surface inh
O=C(C1CCC1)N1CCc2cc(S(=O)(=O)N3CCCC3)ccc21
→ -6	6
CCOC(=O)[C@@]12CCCC=C1N(CCc1ccc(Cl)cc1)C(=O)[C@H]2CC(=O)NCc1ccc(C)o1
→ 9	-4
O=C(C(=O)N1CCC(CNC(=O)c2cccs2)CC1)c1cc2ccccc2o1
→ 14	-10
CCOc1ccc(N(CC(=O)Nc2c(C)n(C)n(-c3ccccc3)c2=O)S(=O)(=O)c2cccs2)cc1
→ -1	2
COc1ccc(C2C(C(=O)N3CCN(c4ccccc4Cl)CC3)CC(=O)N2c2ccc(OC)cc2)cc1 (stereo not given)
→ 1	-5
CCn1c(Cc2cccs2)nnc1SCC(=O)Nc1ccc(OCc2ccccc2)cc1
→ 1	11
COC(=O)[C@]12C[C@H](CC(=O)NCc3ccc(OC)c(OC)c3)C(=O)N(Cc3ccc(Cl)cc3Cl)C1=C[C@H](C1CCCC1)O[C@@H]2C
→ 10	2
CC(c1nc2ccccc2n1Cc1ccccc1)n1c(-c2cnccn2)nc2ccccc21 (stereo not given)
→ -4	5
COC(=O)[C@]12C[C@H](CC(=O)N3CCN(C(=O)c4ccco4)CC3)C(=O)N(Cc3ccc(Cl)cc3Cl)C1=C[C@H](C(C)C)O[C@@H]2C1CC1
→ 15	-8
CCC(C)CN1C(=O)CSCC1(C)C(=O)NCc1ccccc1 (stereo not given)
→ 2	-1
COc1cccc(-c2cc(CNC(=O)[C@H]3O[C@@H](n4cnc(C(N)=O)n4)[C@H](O)[C@@H]3O)no2)c1
→ 0	3
CCCCOCCCNC(=O)C[C@@H]1C[C@@]2(C(=O)OC)CCCCC=C2N(Cc2ccc3c(c2)OCO3)C1=O
→ 11	8
CC(=O)c1ccc(N2C(=O)C3C(C2=O)C(C(=O)c2ccc(Cl)cc2)N2CCCC32)cc1 (stereo not given)
→ 13	-2
CC(CCN1CCC(C(O)(c2ccccc2)c2ccccc2)CC1)Oc1cc(F)cc(C#N)c1 (stereo not given)
→ 20	-8
COc1ccc(NC(=O)C2C(c3ccc4c(c3)OCO4)=Nc3ccccc3N2C(C)=O)cc1 (stereo not given)
→ 8	-8
C#CCCCN([C@@H](CC(C)C)C(=O)OC)S(=O)(=O)c1ccccc1Br
→ 11	-6
COC(=O)C1=C(C)N(Cc2ccccc2)C(=S)NC1c1ccc(-c2ccccc2)cc1 (stereo not given)
→ 6	14
CC(C)(C)NC(=O)C1C(c2ccc(C(F)(F)F)cc2)=Nc2ccccc2N1C(=O)c1cccc2ccccc12 (stereo not given)
→ 4	-5
Cc1csc(NC(=O)c2ccc(COc3cccc(Cl)c3)o2)n1
→ 11	12
CC1=C[C@]2(C[N+](Cc3ccccc3)=C(N)N2)n2c(=O)n(-c3ccccc3)c(=O)n2C1
→ -5	1
CCCCNC(=O)C[C@H]1C[C@@]2(C(=O)OC)C(=C[C@H](C(C)C)O[C@@H]2C2CC2)N(Cc2ccco2)C1=O
→ 10	4
C=CCN1C(=O)[C@@H](CC(=O)NCc2cccc(C(F)(F)F)c2)[C@]2(C(=O)OCC)CCCCC/C=C/12
→ 16	2
O=C(CCC(=O)N1CCN(C2c3ccccc3-c3ccccc32)CC1)Nc1nnc(C(F)(F)F)s1
→ -2	-3
CC(=O)O[C@H]1C[C@@H](n2cnc3c(Cl)ncnc32)[C@@H]2OC(C)(C)O[C@@H]21
→ -4	10
O=C(NCCc1ccc(F)cc1)c1ccc2c(c1)ncn2C1CCCCC1
→ -1	3
Cc1c(C(=O)NN2CCCCC2)nn(-c2ccc(Cl)cc2Cl)c1-c1ccc(Cl)cc1
→ 10	-5
Cc1ccc(-c2cc(C(=O)NN=Cc3c(O)ccc4ccccc34)[nH]n2)cc1C
→ -2	2
O=C(CSc1nnc(-c2ccc(Cl)cc2)n1-c1ccccc1)Nc1ccc(Oc2ccccc2)cc1
→ 0	-3
Cc1cc2c(nc1C)CCCN2S(=O)(=O)c1ccc(C(F)(F)F)cc1
→ 2	-6
OC(c1ccccc1)(c1ccccc1)C1CCN(CCCOc2ccccn2)CC1
→ -9	-9

Reprinted from the part before: 2 entries, followed by the next part.
molecule,CCHFV vOTU inh,PrPC surface inh
Cc1cc2c(nc1C)CCCN2S(=O)(=O)c1ccc(C(F)(F)F)cc1,2,-6
OC(c1ccccc1)(c1ccccc1)C1CCN(CCCOc2ccccn2)CC1,-9,-9
O=C(NCCc1ccccc1)OCc1cn(Cc2cccc(C(F)(F)F)c2)nn1,9,22
CCOC(=O)CCCCCC(=O)Nc1ccc2c(c1)C(=O)N([C@H](C)CO)C[C@@H](C)[C@@H](CN(C)S(=O)(=O)c1ccc(C)cc1)OCCCC[C@H](C)O2,27,2
COC(=O)[C@]12C[C@H](CC(=O)NCc3ccc(OC)c(OC)c3)C(=O)N(Cc3cccc4ccccc34)C1=C[C@H](C(C)C)O[C@@H]2C1CC1,13,-1
COc1ccc(C(=O)NCC2CCN(C(=O)C(=O)c3cccs3)CC2)cc1,0,-1
C=CCN(CC#CC1=CCCCC1)CC1CC1,-2,0
COC(=O)c1cc(-c2ccc(C(C)=O)cc2)c(=O)n2c1CCC2,-115,-4
COC(=O)[C@]12C[C@H](CC(=O)NCc3cccc4ccccc34)C(=O)N(Cc3ccc4c(c3)OCO4)C1=C[C@H](C(C)C)O[C@@H]2C1CC1,15,0
COc1ccc(-n2c(COc3ccccc3)nnc2SCC(=O)Nc2ccc(OCc3ccccc3)cc2)cc1,15,2
Cc1cc(-c2n[nH]c(=S)n2N=Cc2ccc(O)cc2)n[nH]1,6,6
O=C(N[C@H](C(=O)N1CCC[C@H]1C(=O)NCCc1ccccc1Cl)c1ccccc1)c1cccs1,17,9
CN1C(=O)C[C@@](C#N)(C(=O)NCCc2ccccc2)[C@H]1c1ccccc1,-4,1
CN(C)[C@H]1CCN(c2cccc3c2S(=O)(=O)N2CC[C@@H](C2)O3)C1,-3,-4
COCCCN1C(=O)[C@H](CC(=O)NCC23CC4CC(CC(C4)C2)C3)[C@]2(C(=O)OC)CCCCC=C12,7,0
COc1ccccc1Cc1c(-c2ccc(C)cc2)nc2ccc(C)cn12,17,0
COc1ccc(-n2c(COc3ccc(C)cc3)nnc2SCC(=O)Nc2ccc(S(=O)(=O)Nc3cc(C)nc(C)n3)cc2)cc1,6,-4
COC(=O)C1CN(CCO)CCS(=O)(=O)N1Cc1cn(Cc2ccccc2Br)nn1 (stereo not given),4,-1
Cc1ccc(C2=NN=C(NC(=O)CSc3nc(C)cc(C)n3)SC2)cc1,8,23
CCN(CC)C(=O)CC[C@H]1CC[C@]2(CCCN(C(=O)C(C)(C)C)C2)O1,7,7
COC(=O)C1=C(C)N(Cc2ccc(F)cc2)C(=S)NC1c1cccc(OC)c1 (stereo not given),20,20
COC(=O)C1=C(C)N(C)C(=NCc2ccc(OC)cc2)NC1c1cccc(Cl)c1 (stereo not given),-9,-7
Cc1ccc(Cn2cc(COC(=O)NCCc3c[nH]c4ccccc34)nn2)cc1,4,16
CC(C)CN1C(=O)[C@]2(CC(=O)N(C)C2c2ccccc2)c2cc(-n3cc(CN(C)C)nn3)ccc21 (stereo not given in full),-1,-2
N=c1c2c(-c3ccccc3)c(-c3ccccc3)n(Cc3ccccc3)c2ncn1C1CCC(O)CC1 (stereo not given),-5,-19
O=c1c2ccccc2nnn1Cc1ccco1,-11,-1
O=C(Nc1nc2ccc(Cl)cc2s1)c1cc(-c2ccc(Cl)cc2)nc2ccccc12,6,7
CC(C)C1N=C(NC(=O)OCc2ccccc2)NC1=O (stereo not given) (tested in a mixture with another compound),13,4
C#CCN1C(C(=O)OC)CN(CCCCCC)CCS1(=O)=O (stereo not given),3,5
O=C(CSc1nnc(-c2cccnc2)n1-c1ccccc1)c1ccccc1Cl,-1,-3
CS(=O)(=O)N[C@@H]1C[C@@H]2O[C@H](CO)CC[C@@H]2O[C@@H]1CCc1ccc(/C=C/c2ccccc2)cc1,-2,6
COC(=O)C(C(=O)OC)c1ccccc1NS(=O)(=O)c1c(C)cc(C)cc1C,-10&-1,-1&6
C=Cc1ccc(C(=O)N(Cc2ccc(F)cc2)C(C(=O)N(C)C2CCCC2)c2ccc(OC)c(OC)c2)cc1 (stereo not given),8,1
Cc1nc2scc(-c3ccccc3)c2c(=O)n1N=C1C=CC(=O)C=C1,-5,3
CCOC(=O)[C@]12CCCC=C1N(CCC1=CCCCC1)C(=O)[C@H](CC(=O)NCCCN1CCCC1=O)C2,14,-6
O=C(NCc1ccccc1)[C@@H]1CCCN1C(=O)[C@H]1CCCN1C(=O)c1cccs1,1,-1
Cc1ccc2c(c1)c1ncnc(N3CCC4(CC3)OCCO4)c1n2C,-141,14
COC(=O)CN1CCN(C(=O)c2nocc2C)CC1,-6,0
CC(=O)C1=C(C)N(Cc2ccc(Br)cc2)C(=S)NC1c1ccc(F)cc1 (stereo not given),13,0
O=C(Nc1ccc(F)cc1)OCc1cn(Cc2ccccc2C(F)(F)F)nn1,9,5
COc1ccc(C(C#N)=Cc2cc(OC)c(OC)c(OC)c2)cc1,4,7
CCCCOc1ccc(C(=O)NC2CCCCN(Cc3cccc(Cl)c3)C2=O)cc1 (stereo not given),10,3
